SUMO1-SIM PPI: modulators of SUMO1 protein-protein interactions, primary screen, biochemical, uHTS; Small ubiquitin-related modifier 1 (Homo sapiens), P63165; SUMO1 binding to a labelled peptide, TR-FRET, 1 h; inhibition, % at 20 µM; 360,000 tested, 0.33% active; AID 602429, 2012; in the data active = inhibition above about 37%
MT1-MMP act inh: blockers of MT1-MMP proenzyme processing, primary screen, HT1080 RFP-PRO-GFP cells, GFP/RFP fluorescence. 360,000 tested, 0.061% active. GFP/RFP ratio fluorescence, overnight; percent of plate control window, DMSO zero. GFP/RFP ratio change, % at 20 µM. AID 651647, 2012;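 active = GFP/RFP ratio change of at least 30% with cell ATP level not reduced by more than half and red fluorescence within 50% of control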; also: strong numbers were not always called active
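Material – HT1080 RFP-PRO-GFP cells · Control set – DMSO wells and RFP-L50D-GFP cells · Incubation – overnight cell settling, then overnight compound exposure, 37 °C, 5% CO2 · Compound dosing – single-point 20 µM compound, 1% DMSO · Read-out – GFP/RFP fluorescence ratio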
STEP inh: STEP phosphatase inhibitors, primary screen, biochemical, fluorescence intensity, uHTS; inhibition, % at 20 µM; Tyrosine-protein phosphatase non-receptor type 5 (Homo sapiens), P54829; recombinant STEP, OMFP fluorogenic substrate; 360,000 tested, 0.25% active;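 active = inhibition at 20 µM, scaled per plate between control wells, above about 37%, limit read from the data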;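 also: 0% = DMSO with enzyme and substrate and 100% = substrate only without enzyme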
Target sequence (P54829 whole entry, looked up): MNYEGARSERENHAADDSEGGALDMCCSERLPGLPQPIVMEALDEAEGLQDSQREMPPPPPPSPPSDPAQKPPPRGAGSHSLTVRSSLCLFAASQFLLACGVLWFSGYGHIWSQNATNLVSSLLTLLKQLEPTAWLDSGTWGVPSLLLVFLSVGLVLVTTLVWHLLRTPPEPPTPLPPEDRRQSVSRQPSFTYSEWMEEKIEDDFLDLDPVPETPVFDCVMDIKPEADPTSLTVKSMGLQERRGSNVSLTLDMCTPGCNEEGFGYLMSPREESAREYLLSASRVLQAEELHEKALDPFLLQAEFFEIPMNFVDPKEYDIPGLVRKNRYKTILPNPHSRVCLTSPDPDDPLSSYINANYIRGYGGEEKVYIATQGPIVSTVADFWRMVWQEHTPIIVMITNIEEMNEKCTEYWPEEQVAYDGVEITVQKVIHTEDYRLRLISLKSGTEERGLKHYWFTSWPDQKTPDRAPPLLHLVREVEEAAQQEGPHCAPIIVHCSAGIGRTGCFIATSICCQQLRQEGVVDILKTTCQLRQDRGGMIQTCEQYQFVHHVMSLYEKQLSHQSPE
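System: STEP (striatal-enriched tyrosine phosphatase) enzyme, cell-free; medium: Bis-Tris pH 6.0 buffer with DTT, detergent; dosing: 20 µM, 1% DMSO; times: reaction 20 min, ambient temperature; detection: fluorescence, 480/540 nm; read-out basis: normalized % inhibition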
SKN-1 block: suppressors of acrylamide-induced Pgst-4::GFP reporter in worms, primary screen, SKN-1 inhibitor project, whole organism, uHTS, GFP/RFP fluorescence ratio, strain VP596; 360,000 tested, 0.49% active; inhibition, % at 21.8 µM; C. elegans VP596 Pgst-4::GFP/RFP ratio, 24 h; AID 624304, 2012;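 active = interference check ratio from 0.5 to 1.5 plus GFP to RFP signal ratio inhibition reaching or exceeding a fixed threshold, cut at about 30% in these data, passing the limit was not always enough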; also: some compounds called inactive have numbers as strong as hits
Rpn11 block: Rpn11 (PSMD14) deubiquitinase inhibitors, primary screen, biochemical, fluorescence polarization, uHTS; 26S proteasome non-ATPase regulatory subunit 14 (Homo sapiens), O00487; human 26S proteasome, Ub4-pepOG fluorescence polarization; 20S core pre-blocked with epoxomicin; calls only at 20 µM; 360,000 tested, 0.59% active; AID 588493, 2011;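 active = inhibition at 20 µM, scaled to each plate's controls, above about 33%, limit read from the data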
Target sequence (O00487 whole entry, looked up): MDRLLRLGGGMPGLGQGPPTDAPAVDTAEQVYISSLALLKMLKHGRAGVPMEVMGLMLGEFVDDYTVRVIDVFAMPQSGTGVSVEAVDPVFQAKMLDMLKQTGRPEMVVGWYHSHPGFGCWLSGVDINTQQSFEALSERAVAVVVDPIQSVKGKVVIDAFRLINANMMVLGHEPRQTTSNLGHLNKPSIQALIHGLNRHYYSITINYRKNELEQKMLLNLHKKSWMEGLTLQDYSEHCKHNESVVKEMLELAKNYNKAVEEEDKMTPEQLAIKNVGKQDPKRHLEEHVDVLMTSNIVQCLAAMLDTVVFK
Scp-1 inhibitor: Scp-1 phosphatase inhibitors, primary screen, biochemical, colorimetric, uHTS | 340,000 tested, 0.88% active | inhibition, % at 20 µM | Recombinant Scp1, phosphopeptide, malachite green phosphate absorbance | Carboxy-terminal domain RNA polymerase II polypeptide A small phosphatase 1 (Homo … | AID 493091, 2011;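 active = inhibition above about 50% at 20 µM, limit read from the data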;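 also: plate controls were DMSO wells with enzyme for no effect and wells lacking enzyme for full effect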
Target sequence (Q9GZU7 76-261 limits assumed): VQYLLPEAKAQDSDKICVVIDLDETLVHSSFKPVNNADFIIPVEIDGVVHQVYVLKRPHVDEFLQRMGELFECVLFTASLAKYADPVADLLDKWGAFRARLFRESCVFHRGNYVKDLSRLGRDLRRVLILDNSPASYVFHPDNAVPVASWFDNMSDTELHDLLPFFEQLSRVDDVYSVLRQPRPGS
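System: truncated SCP-1 phosphatase (76-261aa); medium: Tris acetate buffer pH 5.5 with MgCl2 and Tween-20; incubation: 45 min room-temperature reaction, 5 min colour, 30 min stabiliser; compound: single 20 µM dose, 1% DMSO; reagent: Phosphorylated 17-residue peptide substrate; read-out: % inhibition at 20 µM; technique: colorimetric free-phosphate detection, absorbance 630 nm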
LMPTP inh: LMPTP phosphatase inhibitors, primary screen, biochemical, fluorescence intensity, uHTS; Low molecular weight phosphotyrosine protein phosphatase (Homo sapiens), P24666; recombinant LMPTP-A, OMFP fluorogenic substrate; inhibition, % at 20 µM; 360,000 tested, 0.22% active; AID 651560, 2012;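 active = compounds that cut the enzyme signal by at least half of the control window in the single-dose screen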;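 also: plate controls were DMSO wells with enzyme plus substrate for no effect and substrate without enzyme for full effect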
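material = LMPTP-A | quantity = 0.625 nM enzyme | reagent = OMFP substrate, 400 µM final | buffer or medium = Bis-Tris pH 6.0, DTT, detergent | detection = endpoint fluorescence intensity from OMFP dephosphorylation | dosing = single 20 µM dose | read-out basis = % inhibition relative to no-enzyme and uninhibited control wells | control set = no-enzyme and uninhibited controls | timing = 50 min at room temperature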
DNMT1 inh: human DNMT1 methyltransferase inhibitors, primary screen, biochemical, molecular beacon, fluorescence, HinP1I cleavage, uHTS. inhibition (reported as % activation of signal), % at 10 µM. DNA (cytosine-5)-methyltransferase 1 (Homo sapiens), P26358. 360,000 tested, 0.83% active; in the data active = inhibition above about 50%
NadD block: inhibitors of S. aureus NadD, primary screen, biochemical, colorimetric, uHTS. 360,000 tested, 0.78% active. purified NadD enzyme, colorimetric absorbance read-out. inhibition, % at 20 µM. Nicotinate-nucleotide adenylyltransferase NadD (Staphylococcus aureus N315); in the data active = inhibition above about 26%; also: some compounds past the cut are filed as inactive
NRP1-CendR mod: modulators of CendR peptide binding to NRP-1, primary screen, biochemical, fluorescence polarization, uHTS; inhibition, % at 25 µM; FAM-RPARPAR peptide binding to NRP-1; 360,000 tested, 0.85% active; AID 602438, 2012; Neuropilin-1 (Homo sapiens), O14786;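 active = inhibition or corrected inhibition above about 18%, plus a signal ratio from 0.5 to 1.5, limit read from the data, passing the limit was not always enough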; also: strong numbers were not always called active
Numbers without * were called inactive; i = inactive; x = no result given; + = active, no number.

SMILES	SUMO1-SIM PPI	MT1-MMP act inh	STEP inh	SKN-1 block	Rpn11 block	Scp-1 inhibitor	LMPTP inh	DNMT1 inh	NadD block	NRP1-CendR mod
O=C(Cn1cnc2nc3n(c2c1=O)CCC3)NCc1ccccc1	0	0	-1	9	i	-5	-1.3	1	7	3
O=C(CN1C(=O)c2ccccc2C1=O)Nc1cccc(O)c1	-3	2	0	-2	i	-5	0.0	-1	3	-5
NCCN1C(=O)S/C(=C\c2ccc3c(c2)OCO3)C1=O	-33	1	-3	7	i	-4	-2.3	-2	-7	-6
COc1cccc(Cn2cnc3c(NS(=O)(=O)c4cc(Cl)ccc4Cl)c(C)c(C)cc32)c1	0	-1	2	-7	i	9	4.2	-14	17	21
CC(=O)c1cccc(-c2cnc3c(NC=O)cc(-c4cccc(C(=O)N(C)C)c4)cn23)c1	-15	12	2	21	i	x	1.1	2	7	-14
COc1cccc2c1OC1(C)CC2NC(=O)N1 (configuration not stated)	0	x	27	3	i	-2	-2.1	2	-1	-3
CCN(CC)C(=S)SC1CCCCN(C(=O)c2ccc(F)cc2)C1=O (configuration not stated)	0	2	0	3	i	-11	0.8	2	-10	12
CCOC(=O)Cc1csc(NC(=O)COc2ccccc2OCC)n1	0	5	3	-7	i	-9	-1.0	-3	-8	-1
CC(c1ccc(Br)cc1)N1CC23C=CC(O2)C(C(=O)O)C3C1=O (configuration not stated)	3	0	0	4	i	-8	-0.8	-1	-5	-7
Cc1cc(NC(=O)COC(=O)CSCc2ccc(Cl)c(Cl)c2)no1	-2	12	-2	1	i	-8	0.7	-2	-4	-8
C=CCNC(=O)c1ccccc1NS(=O)(=O)c1ccc(SC)cc1	1	0	2	12	i	-11	0.3	-2	-2	2
Cc1cc(C)c(S(=O)(=O)c2cccc(Br)c2C)c(Cl)n1	1	0	-1	5	i	-8	2.7	0	-6	-14

By substructure, the compounds so far with a halogen
SMILES	SUMO1-SIM PPI	MT1-MMP act inh	STEP inh	SKN-1 block	Rpn11 block	Scp-1 inhibitor	LMPTP inh	DNMT1 inh	NadD block	NRP1-CendR mod
COc1cccc(Cn2cnc3c(NS(=O)(=O)c4cc(Cl)ccc4Cl)c(C)c(C)cc32)c1	0	-1	2	-7	i	9	4.2	-14	17	21
CCN(CC)C(=S)SC1CCCCN(C(=O)c2ccc(F)cc2)C1=O (configuration not stated)	0	2	0	3	i	-11	0.8	2	-10	12
CC(c1ccc(Br)cc1)N1CC23C=CC(O2)C(C(=O)O)C3C1=O (configuration not stated)	3	0	0	4	i	-8	-0.8	-1	-5	-7
Cc1cc(NC(=O)COC(=O)CSCc2ccc(Cl)c(Cl)c2)no1	-2	12	-2	1	i	-8	0.7	-2	-4	-8
Cc1cc(C)c(S(=O)(=O)c2cccc(Br)c2C)c(Cl)n1	1	0	-1	5	i	-8	2.7	0	-6	-14

Quoted at random: 2 records from the list
SMILES	SUMO1-SIM PPI	MT1-MMP act inh	STEP inh	SKN-1 block	Rpn11 block	Scp-1 inhibitor	LMPTP inh	DNMT1 inh	NadD block	NRP1-CendR mod
CCOC(=O)Cc1csc(NC(=O)COc2ccccc2OCC)n1	0	5	3	-7	i	-9	-1.0	-3	-8	-1
O=C(Cn1cnc2nc3n(c2c1=O)CCC3)NCc1ccccc1	0	0	-1	9	i	-5	-1.3	1	7	3

(cont.)
SMILES	SUMO1-SIM PPI	MT1-MMP act inh	STEP inh	SKN-1 block	Rpn11 block	Scp-1 inhibitor	LMPTP inh	DNMT1 inh	NadD block	NRP1-CendR mod
Nc1ccc(-n2nnnc2-c2ccco2)cc1	-2	-2	1	2	i	0	-0.4	-3	1	7
CCCCOC(=O)c1ccc(NC(=O)C(=O)NCc2cccnc2)cc1	2	-5	-2	12	i	-2	-0.4	5	-5	12
O=C1C2CCCN2C(=O)N1CCN1CCN(CCO)CC1 (configuration not stated)	-2	2	-2	8	i	-11	-6.6	1	-5	8
CCCCCCCCC(=O)NC(NC(=S)N1CCOCC1)C(Cl)(Cl)Cl (configuration not stated)	10	-1	4	18	i	-12	-0.4	8	-7	3
Cc1noc(C)c1C(=O)OCC(=O)Nc1ccc(S(N)(=O)=O)cc1	2	0	-4	22	i	-3	-0.6	6	0	14
CN1CCN(S(=O)(=O)c2ccc(N(C)Cc3cccs3)nc2)CC1	-1	1	3	33	i	-15	-1.1	0	-4	19
Cc1cc2cccc(C)c2nc1SCC(=O)NC1CCCCC1	7	-1	0	16	i	-5	0.0	6	4	5
Cc1cc(C)c2c(N)c(C(=O)N/N=C/c3ccccc3)sc2n1	-8	7	0	-17	i	-5	2.7	-5	5	8
COc1cc(/C=C/[N+](=O)[O-])ccc1OC(=O)/C=C/c1ccc(F)cc1	-4	3	-1	-6	i	-7	-0.6	-9	8	5
Nc1c(-c2ccc(Cl)cc2)cnc2ncnn12	-6	5	-3	5	i	-9	0.1	-1	-7	-9
CC(C)COCC(CN(Cc1ccccc1)c1ccccc1)N1CCCC1 (configuration not stated)	-1	-4	-2	12	i	-1	0.0	5	-1	-7
COc1cc(C2CC(=O)c3cnc(N4CCN(Cc5ccccc5)CC4)nc3C2)cc(OC)c1OC (configuration not stated)	-1	-4	0	-16	i	9	0.9	-8	2	2
COc1ccc(NC(=O)c2cc(-c3cccc(OC)c3)on2)cc1	-2	1	-1	-9	i	-3	-0.4	0	-1	-7
Cc1ccc2[nH]c(=O)c(CN(CC3CCCO3)S(=O)(=O)c3c(C)ccc4nsnc34)cc2c1 (configuration not stated)	-19	-1	2	2	i	2	0.2	-4	0	2
COC(=O)c1ccc(CN2CCCCC2)cc1	2	0	-4	-4	i	-11	-1.9	-10	6	3
COC[C@H]1CCCN1c1ccc2c(c1)O[C@@H](COCc1ccccc1)CN([C@H](C)c1ccccc1)S2(=O)=O	-2	1	x	20	x	x	2.3	x	-4	1
CCOC(=O)N1CCC(NC(=O)C2=CCN(S(=O)(=O)c3ccccc3)CC2)CC1	-3	7	-5	0	i	-7	-2.4	0	0	-10
CC(=O)c1ccc(OCC(O)COc2ccc(C(C)=O)cc2)cc1	-3	-3	-1	3	i	-4	-1.1	1	-1	-1
COc1ccc(NC(C)=O)cc1CP(=O)(c1ccccc1)c1ccccc1	-3	0	2	10	i	-10	-1.5	0	-4	13
Cc1ccc(NC(=O)NCC2CCN(Cc3cccc(Cl)c3)CC2)c(Cl)c1	-4	0	0	-15	i	-5	-0.9	-6	-2	-1
COc1ccc(-c2cn3c(C)c(C(=O)Nc4ccncc4)sc3n2)cc1	22	2	0	9	i	-8	7.5	-7	1	-12
CCCc1c(C)nc2c(Br)cccc2c1Cl	0	0	-1	20	i	-5	1.2	2	0	20
CN(CC(=O)NNC(=O)CNC(=O)c1cccs1)S(=O)(=O)c1ccc(Cl)cc1	1	0	2	0	i	-3	-1.4	-13	3	9
COc1ccc(C=C2C=C(C(C)(C)C)C(=O)C(C(C)(C)C)=C2)cc1OC	0	3	1	16	i	-15	1.2	4	-1	12

Quoted from the listing.
Result for COc1ccc(NC(C)=O)cc1CP(=O)(c1ccccc1)c1ccccc1 under NadD block: -4
Result for CCOC(=O)N1CCC(NC(=O)C2=CCN(S(=O)(=O)c3ccccc3)CC2)CC1 under DNMT1 inh: 0

Other records:
SMILES	SUMO1-SIM PPI	MT1-MMP act inh	STEP inh	SKN-1 block	Rpn11 block	Scp-1 inhibitor	LMPTP inh	DNMT1 inh	NadD block	NRP1-CendR mod
CC(CCc1ccccc1)NC(=O)C(C)OC(=O)c1ccco1 (configuration not stated)	-1	2	0	12	i	-10	-0.3	1	3	0
C=CCc1cccc(/C=N/NC(=O)C(=O)Nc2ccc(C)cc2)c1O	3	3	0	-10	i	-1	-2.9	21	8	20
COc1cccc(N(C(=O)CCl)C(C(=O)NCCc2ccccc2)c2cccs2)c1 (configuration not stated)	-2	-16	-2	10	i	-4	0.4	9	0	-19
COC(=O)c1ccc(N=c2sc(C(=O)OC)cc(=O)n2C)cc1	-26	-1	1	5	i	-17	1.6	3	2	0
O=S(=O)(NCCOc1cccc2cccnc12)c1ccc(F)cc1	-7	5	-1	7	i	1	-0.9	-2	1	9
Cn1nccc1C(=O)Oc1cccc(/C=N/NC(=O)c2ccccc2O)c1	-4	-1	2	8	i	4	-1.9	0	-2	4
CCOc1ccc2c(ccc(/C=C/c3cc(C)c4cccnc4c3O)[n+]2C)c1	-67	29	9	18	+	52*	76*	-21	55*	16
CN1CCN(CC#Cc2ccccc2)CC1CCO (configuration not stated)	4	-1	1	-2	i	-8	0.5	-1	3	1
CCn1c(=O)c(C(=O)Nn2c(C)nc3ccccc3c2=O)c(O)c2ccccc21	17	1	1	-2	i	0	0.0	3	7	-5
CSCC[C@H](NC(=O)Cc1c(C)c2cc3c4c(oc3cc2oc1=O)CCCC4)C(=O)O	7	0	2	9	i	5	-0.5	-2	6	2
O=C(NCCN1C(=O)S/C(=C\c2ccccc2)C1=O)C1CCN(S(=O)(=O)c2cccs2)CC1	-19	2	2	27	i	-10	2.0	-3	0	3
COc1ccccc1CCC(=O)NNC(=O)Cn1nc(C)cc1C	0	2	8	-4	i	x	1.3	2	-1	10
Cc1cc(-n2nc(C)cc2C)n2nc(C)c(-c3ccccc3)c2n1	-5	1	1	-8	i	0	0.6	3	0	-10
CCOC(=O)C1CCN(C(=S)Nc2cc(OC)c(OC)cc2C(=O)OC)CC1	6	13	1	1	i	-6	0.7	0	-2	-7
COCCNC(=S)NNC(=O)c1cc(-c2cccnc2)nc2ccccc12	-9	0	1	6	i	20	-1.0	-2	3	-8

Screening results deposited in PubChem BioAssay by Sanford-Burnham Center for Chemical Genomics.
